Gli-Sufu block: antagonists of Gli-Sufu signaling. Sufu-KO-LIGHT fibroblasts, Gli luciferase reporter luminescence. inhibition, % at 5 µM. actives 0.74% (n = 340,000). AID 588413;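 active = inhibition above about 55%, limit read from the data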;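 also: 0% = DMSO-treated cells and 100% = wells with medium but no cells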
EBI2 block: blocks human EBI2 receptor beta-arrestin signaling; actives 0.81% (n = 360,000); EBI2 beta-arrestin recruitment, luminescence, 7a,25-OHC stimulated; inhibition, % at 5 µM; AID 651636; P32249; in the data active = inhibition above about 38%;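 also: enzyme fragment complementation signal reports receptor beta-arrestin coupling in cells; 0% = agonist plus DMSO wells and 100% = wells without agonist; some results beyond the cut were filed as inactive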
Target sequence (P32249 whole entry, looked up, the tested form may be a part): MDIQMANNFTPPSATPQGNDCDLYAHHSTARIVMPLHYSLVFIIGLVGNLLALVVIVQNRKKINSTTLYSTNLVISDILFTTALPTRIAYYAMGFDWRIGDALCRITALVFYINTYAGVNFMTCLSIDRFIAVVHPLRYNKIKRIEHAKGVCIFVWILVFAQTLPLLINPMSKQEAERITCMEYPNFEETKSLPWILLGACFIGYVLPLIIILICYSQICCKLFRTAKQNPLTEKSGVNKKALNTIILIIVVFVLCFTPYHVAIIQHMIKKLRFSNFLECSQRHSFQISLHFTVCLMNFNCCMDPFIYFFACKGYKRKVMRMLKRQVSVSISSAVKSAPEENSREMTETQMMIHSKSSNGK
MPTP inh: permeability transition pore inhibition | inhibition, % at 10 µM | actives 1.4% (n = 360,000) | AID 602449 | isolated mouse mitochondria, Ca2+ swelling absorbance, 30 min;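 active = inhibition of 50% or more, scaled per plate between neutral and stimulator controls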;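 also: 0% = DMSO wells given calcium and 100% = 1 mM EGTA wells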
APOBEC3A inh: blocks human APOBEC3A ssDNA deamination; P31941; actives 0.41% (n = 330,000); AID 493011; recombinant A3A, FAM/TAMRA ssDNA deamination fluorescence; inhibition, % at 20 µM;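 active = at least 40% inhibition at 20 µM here, with at most 30% in a related deaminase screen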;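 also: plate controls were A3A with DMSO for no effect and wells lacking A3A enzyme for full effect; some results filed as inactive read as strong as hits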
CXCR6 block: blocks human CXCR6 beta-arrestin recruitment | CHO-K1 PathHunter CXCR6 beta-arrestin, luminescence | AID 602244 | inhibition, % at 20 µM | actives 0.36% (n = 360,000) | O00574; in the data active = inhibition above about 34%, passing the limit was not always enough;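 also: antagonist mode with CXCL16 agonist at 10 nM final; 0% = 10 nM CXCL16 with DMSO and 100% = unstimulated wells without agonist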
Target sequence (O00574 whole entry, looked up): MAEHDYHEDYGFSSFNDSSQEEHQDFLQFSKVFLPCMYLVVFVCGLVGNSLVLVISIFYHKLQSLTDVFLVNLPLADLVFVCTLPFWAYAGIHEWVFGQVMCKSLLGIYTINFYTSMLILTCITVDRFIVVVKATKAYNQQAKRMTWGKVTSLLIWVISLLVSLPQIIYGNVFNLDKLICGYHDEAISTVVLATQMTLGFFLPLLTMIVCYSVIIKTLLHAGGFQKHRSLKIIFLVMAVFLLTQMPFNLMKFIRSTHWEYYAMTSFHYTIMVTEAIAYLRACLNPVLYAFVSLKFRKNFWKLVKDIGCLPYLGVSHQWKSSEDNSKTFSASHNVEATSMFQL
GRIN3A LBD mod: modulates the human NR3A ligand-binding domain | NR3A LBD differential scanning fluorimetry, Tm shift; 0% = protein alone, 100% = glycine-bound protein | Tm shift relative to glycine control, % at 25 µM | actives 2.5% (n = 340,000) | AID 1259313;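 active = melting temperature shift of at least 10% of the positive control shift, at one fixed dose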
APOBEC3G inh: inhibitors of human APOBEC3G DNA deaminase; recombinant A3G, ssDNA deamination FAM/TAMRA fluorescence; inhibition, % at 20 µM; actives 0.28% (n = 330,000);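 active = inhibition of at least 40% at 20 µM, with no more than 30% in the related APOBEC3A deaminase screen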;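 also: plate controls were DMSO wells with A3G for no effect and wells lacking A3G enzyme for full effect; some compounds called inactive have numbers as strong as hits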
Target sequence (Q9HC16 whole entry, looked up): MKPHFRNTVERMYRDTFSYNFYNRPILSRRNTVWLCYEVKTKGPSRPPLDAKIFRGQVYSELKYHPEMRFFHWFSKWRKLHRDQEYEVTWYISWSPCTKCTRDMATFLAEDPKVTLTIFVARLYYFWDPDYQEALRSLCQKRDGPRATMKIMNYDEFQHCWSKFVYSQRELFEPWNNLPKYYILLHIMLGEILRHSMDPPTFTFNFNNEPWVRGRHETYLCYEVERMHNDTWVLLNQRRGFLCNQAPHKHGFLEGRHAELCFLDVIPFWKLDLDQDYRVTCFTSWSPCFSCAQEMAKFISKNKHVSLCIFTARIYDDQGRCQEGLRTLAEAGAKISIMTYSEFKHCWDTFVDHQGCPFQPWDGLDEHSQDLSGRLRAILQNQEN
CCR6 antag: antagonists of human CCR6 receptor; inhibition, % at 20 µM; CHO-K1 CCR6 PathHunter beta-arrestin, luminescence, CCL20-stimulated; P51684; actives 0.49% (n = 340,000);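 active = compounds whose inhibition of the agonist-driven luminescence signal at 20 µM reaches about 50%, limit read from the data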;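 also: cells stimulated with CCL20 at 14 nM final; plate controls were DMSO with CCL20 for no effect and DMSO without agonist for full effect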
Numbers without * were called inactive; x = no result given.

SMILES	Gli-Sufu block	EBI2 block	MPTP inh	APOBEC3A inh	CXCR6 block	GRIN3A LBD mod	APOBEC3G inh	CCR6 antag
C/C(=N/NC(=O)CN1CCN(S(=O)(=O)c2ccc(Br)cc2)CC1)c1cccnc1	4.2	-1.5	0.1	1.7	-1.5	-2.2	-4.5	-7.1
Cc1n[nH]c(C)c1Cc1c(F)cccc1Cl	-8.2	-20.8	3.1	2.2	-10.3	-1.1	-5.0	11.7
O=C1C2CCCN2C(c2ccc(F)cc2)N1c1nccs1 (centres undefined)	1.1	-0.1	-0.6	-1.0	-8.1	-1.4	12.7	2.6
CC(=O)NC1(C(F)(F)F)C(=O)Nc2c1c(=O)[nH]c(=O)n2Cc1ccco1 (centres undefined)	-2.5	-6.5	-1.0	2.4	2.0	-0.3	-2.7	0.4
O=[N+]([O-])c1cccc(S(=O)(=O)N2CCc3ccccc3C2)c1	4.2	1.3	1.1	-0.8	-13.7	1.6	-0.9	-0.7
CC(=O)NS(=O)(=O)c1ccc(NS(=O)(=O)c2ccc(F)cc2)cc1	-4.7	-8.8	1.0	-2.5	-2.9	1.7	-10.5	-21.1
COc1ccc(NC(=O)c2ccc(S(=O)(=O)N(C)c3ccccc3)cc2)cn1	8.5	22.0	7.5	1.7	-7.1	-0.7	-4.6	20.7
c1ccc(-c2cc3nccc(-c4ccccn4)n3n2)cc1	-86.4	-2.6	-1.1	-2.9	7.0	-0.4	-5.3	11.9
Cc1nnc(NC(=O)CSc2ccc(-c3ccco3)nn2)s1	-3.1	-7.6	2.1	30.6	6.5	0.1	23.4	3.0
O=C(/C=C/c1ccc(Cl)cc1)OCC(=O)c1ccc[nH]1	-5.8	8.2	0.6	-0.1	4.7	-0.2	-3.3	1.0
Cn1nc(C(=O)NCc2cccc(Cl)c2)c2c1-c1ccccc1S(=O)(=O)C2	0.9	7.9	-0.7	-4.9	-2.9	-2.8	-6.5	3.5
CCOc1cc(C2NN=C(c3ccc(C)cc3)S2)ccc1O (centres undefined)	-73.5	11.4	-1.2	x	21.8	-11.4	x	12.2
O=S(=O)(NCCCCNS(=O)(=O)c1ccc(F)cc1)c1ccc(F)cc1	10.5	-4.5	2.2	-2.9	-5.3	-0.2	-4.9	2.5
CCCCOc1ccc(Cc2c(COCC)[nH]c(=S)[nH]c2=O)cc1	-5.8	-1.2	-1.7	-0.1	-5.9	-0.3	-3.8	16.5
CC1=CC(=C(C#N)C#N)C=C(C)N1Cc1ccccc1	1.7	6.8	1.7	0.9	-5.8	-2.5	-0.3	-3.6
CCOc1ccc(/C=C2\SC(=S)N(CCCC(=O)NCCCN3CCOCC3)C2=O)cc1	18.4	14.5	-0.5	-0.8	1.2	-0.4	-3.6	8.3
CCN(Cc1cc(=O)[nH]c2ccccc12)C(=O)C(C)C	6.5	-4.8	0.2	-2.2	-5.4	-1.6	-5.4	2.6
O=C1CCC(=O)N1Cc1c(Cl)cccc1Cl	10.9	-9.5	-2.4	-2.1	5.9	-0.7	-7.0	6.5
COc1ccc(C(=O)NCc2nc3ccccc3[nH]2)cc1OC	0.8	4.2	-0.2	-0.8	8.5	-4.9	-7.6	9.3
CCCCOc1ccc(C(=O)Nc2cccc(C)n2)cc1	-50.0	18.3	0.3	3.7	1.2	3.5	-0.2	1.4
Cc1nn(C)c2ncc(C(N)=O)c(Oc3cccnc3)c12	0.4	-10.2	3.9	-2.2	0.6	-0.9	-3.2	-3.1
CC(=O)N1CCN(c2ccc(NC(=O)c3ccc([N+](=O)[O-])cc3)cc2)CC1	2.2	-3.3	1.9	-4.6	-9.1	-4.4	-7.9	-10.7
COc1ccc(CNC(=O)CN2C(=O)NC(C)(c3ccc(Cl)cc3)C2=O)cc1 (centres undefined)	3.1	-3.4	1.0	-1.4	-4.2	1.4	-6.1	-3.7
COc1ccc(CN2CCc3c([nH]c4ccccc34)C2)c(OC)c1C	13.5	11.7	1.3	-1.1	-4.9	1.6	-9.8	0.2
Cc1cccc(NC(=O)COC(=O)C2COc3ccccc3O2)c1C (centres undefined)	-5.5	-15.8	0.2	-1.6	-0.7	0.2	-3.6	7.2
CCOC(=O)/C=C/C(=O)N1CCN(C(=O)/C=C/C(=O)OCC)CC1	5.9	-2.4	-0.8	-1.8	-0.3	0.9	-3.4	-1.1
Cc1nnc(SCC(=O)N2CCN(S(=O)(=O)c3ccc(Cl)cc3)CC2)[nH]c1=O	3.4	-4.1	-0.2	-1.9	-15.7	0.5	-1.3	0.4
CCCCN(CC)CCNC(=O)C1c2cc(OC)c(OC)cc2C(=O)N2CCc3ccccc3C12 (centres undefined)	0.7	3.1	-0.5	-1.5	-0.5	-0.2	-8.3	-7.2
COc1ccc(NC(=O)CCNC(=O)Cn2cnc3sc4c(c3c2=O)CCCC4)cc1OC	0.1	-1.5	0.6	1.0	-7.3	1.4	-4.4	-2.5
C#CCN1CC(C)/C(=N/O)CC1C (centres undefined)	-2.8	-10.2	0.0	0.2	-0.5	-1.3	-2.0	-18.3
Cc1cc2c(SCC(=O)NC3CCCCC3)ncnc2s1	10.8	11.7	0.6	-2.5	5.1	1.3	-7.4	4.6
CCN(c1ccccc1)S(=O)(=O)c1cccc(C(=O)OCc2nc3sc(C)c(C)c3c(=O)[nH]2)c1	-4.4	10.1	5.6	3.4	1.8	-6.3	-0.2	11.5
Fc1ccc(CN2CCN(c3ncnc4scc(-c5ccccc5)c34)CC2)cc1	47.0	7.1	-1.7	0.8	-9.5	-1.2	-6.4	5.8
O=C(c1ccco1)N1CCN(c2ccc([N+](=O)[O-])cn2)CC1	-2.4	-12.7	-0.5	-5.6	6.3	1.7	-3.7	14.3
CCN1CCN(c2nn3c(=O)c4ccccc4nc3c3ccccc23)CC1	9.7	-6.9	0.8	12.4	3.1	-0.8	-2.4	10.9
O=C(CCc1nc(-c2ccc(Cl)cc2)no1)NC1CCCC1	10.7	4.2	0.6	-3.3	-10.6	4.5	-6.1	9.8
CCCn1c(=O)c2ccccc2n2c(SCc3nc4ccccc4s3)nnc12	-17.6	-4.5	-0.6	-5.9	-4.1	1.9	-6.3	-4.9
COc1cccc(OC)c1C(=O)Nn1c(-c2cccc(C)c2)nc2ccccc2c1=O	-3.1	2.5	-0.9	-3.2	-8.1	-1.0	-0.8	1.8
Cc1csc(=O)n1CCC(=O)OCc1nnc(-c2ccccc2)o1	-1.8	-18.4	-1.9	-3.4	1.2	3.2	-8.4	1.9
O=C(/C=C/c1cccnc1)/C=C/c1cccnc1	7.2	23.1	1.2	x	37.8	-1.0	x	59.5*
Cc1ccc(C(=O)c2ccccc2C(=O)OCC(=O)NCC2CCCO2)cc1 (centres undefined)	-3.8	-1.2	-0.5	2.8	8.9	-1.0	-0.9	11.4
CCOc1ccc(NC(=O)N2CCC(c3ccc(C)cc3)C2)cc1 (centres undefined)	-17.9	80.7*	-1.3	-1.5	-4.0	3.2	-3.4	10.7
CCCCCOc1ccc(N2C(=O)C3C4C=CC(C3C2=O)N(C)C4=O)cc1 (centres undefined)	5.1	0.5	0.9	-2.1	5.3	0.3	-5.8	0.2
CCCCn1c(SCC(N)=O)nc2sc3c(c2c1=O)CCC3	8.1	-9.0	0.6	3.9	0.0	-0.9	13.4	-11.2
CC(=O)c1c(C)[nH]c(C(=O)OCC(=O)c2ccc(C)s2)c1C	-25.3	-0.3	-0.3	-4.9	-4.4	-1.5	-10.0	2.4

Sorted by length of the SMILES (high to low): three of the compounds above
SMILES	Gli-Sufu block	EBI2 block	MPTP inh	APOBEC3A inh	CXCR6 block	GRIN3A LBD mod	APOBEC3G inh	CCR6 antag
Fc1ccc(CN2CCN(c3ncnc4scc(-c5ccccc5)c34)CC2)cc1	47.0	7.1	-1.7	0.8	-9.5	-1.2	-6.4	5.8
Cc1csc(=O)n1CCC(=O)OCc1nnc(-c2ccccc2)o1	-1.8	-18.4	-1.9	-3.4	1.2	3.2	-8.4	1.9
Cc1cc2c(SCC(=O)NC3CCCCC3)ncnc2s1	10.8	11.7	0.6	-2.5	5.1	1.3	-7.4	4.6

(next part)
SMILES	Gli-Sufu block	EBI2 block	MPTP inh	APOBEC3A inh	CXCR6 block	GRIN3A LBD mod	APOBEC3G inh	CCR6 antag
COc1ccccc1/C=N/NC(=O)c1csc(C)c1C	7.5	-1.3	-0.9	1.7	-0.5	-3.8	0.0	4.8
O=C(NCCCN1CCCCC1)c1ccc2c(c1)NC(=O)c1ccccc1S2	-4.6	2.1	1.1	-0.4	3.2	1.3	0.4	13.7
CCOC(=O)C1=C(COC(=O)/C=C/c2ccccc2Cl)NC(=O)NC1C (centres undefined)	9.5	-11.4	0.4	-1.2	9.0	0.7	-6.0	-1.4
CC1CCN(S(=O)(=O)c2cn(CC(=O)N3CCN(c4cccc(C(F)(F)F)c4)CC3)cn2)CC1	9.4	-11.2	0.2	-2.3	5.1	-0.2	-3.4	6.5
CCCc1cc(=O)n2[nH]c(-c3ccc(Br)cc3)cc2n1	-34.6	3.9	1.1	-5.3	5.0	-4.2	-10.7	-16.5
c1ccc2cc(OCc3nc4ccccc4[nH]3)ccc2c1	-84.9	15.5	18.0	0.6	-4.9	2.1	-5.2	2.1
COc1cccc(/C=N/NC(=O)C(=O)N/N=C/c2cccc(OC)c2OC)c1OC	4.2	-5.0	-3.5	-0.2	-7.4	-3.7	-5.3	-2.8
O=C(COc1ccccc1Cl)Nc1ccc2oc(=O)ccc2c1	-13.2	-9.5	0.5	3.5	-6.4	2.4	4.5	11.1
CC(=O)Oc1ccc(C(=O)Nc2nnc(C)s2)cc1	6.5	5.1	0.6	-2.9	1.9	0.4	-11.2	7.9
Cc1cc(C)c2nc(N(CCCN(C)C)C(=O)c3ccc4c(c3)OCCO4)sc2c1	70.8*	-0.6	88.7*	0.3	5.1	3.4	-0.8	16.3
CCOc1c(C)cc(S(=O)(=O)NCc2ccccn2)c(C)c1C	4.1	-2.9	-1.5	-1.2	6.8	1.9	-3.3	-1.6
O=C(c1ccccc1)N(C(=O)c1ccccc1)c1ncnc2c1C(c1ccccc1)c1c(ccc3ccccc13)O2 (centres undefined)	0.1	5.8	1.8	2.7	2.8	-3.3	1.5	10.4
CN(CCCNC(=O)c1cc2c(=O)[nH]c3ccccc3c2n1C)Cc1ccccc1	18.4	-6.0	0.5	-3.7	-0.6	-0.9	-9.6	11.6
CN(c1ccccc1)c1ncccn1	3.0	-3.3	0.7	3.2	-7.7	-0.6	-2.9	-0.4
O=C(CN1C(=O)NC2(CCCCCC2)C1=O)NCc1ccc(F)cc1	-3.6	-11.5	-0.8	-4.3	3.1	-0.2	-8.5	10.8
Cc1ccc2oc(-c3ccccc3)c(C(=O)O)c(=O)c2c1	-18.1	-1.4	0.7	-7.1	10.8	-34.4	-7.4	-2.6
C/C(CC(=O)NCCCN1CCOCC1)=N\NC(=O)COc1ccc(Cl)cc1	-3.1	-3.8	-3.2	-0.6	2.1	3.9	-2.7	15.1
O=C(NCCN1CCOCC1)c1ccc(NC(=O)C2COc3ccccc3O2)cc1 (centres undefined)	18.7	1.8	-3.4	2.7	0.0	-1.1	-0.6	5.5
COc1ccccc1NC(=O)CSc1ccc2nnc(-c3ccc(C)cc3)n2n1	0.2	16.6	0.8	-0.5	-0.2	2.9	2.2	-1.1
COC(=O)c1ccc(COC(=O)CNC(=O)c2ccco2)cc1	5.5	-0.4	2.0	-1.1	-12.4	5.6	-2.9	-5.0
CCOC(=O)N1CCC2(CC1)C(C#N)=C(N)Oc1n[nH]c(CSc3ccc(C)cc3)c12	0.0	3.0	-0.6	-1.2	0.9	-15.9	-0.4	-1.6
Fc1cccc(/C=N/Nc2ccc(Cl)nn2)c1	-28.9	-12.2	0.8	-1.0	-7.7	1.7	-2.4	-0.9

In another format: entries from further up
Fields: Gli-Sufu block | EBI2 block | MPTP inh | APOBEC3A inh | CXCR6 block | GRIN3A LBD mod | APOBEC3G inh | CCR6 antag
- CCOC(=O)N1CCC2(CC1)C(C#N)=C(N)Oc1n[nH]c(CSc3ccc(C)cc3)c12
 : 0.0 | 3.0 | -0.6 | -1.2 | 0.9 | -15.9 | -0.4 | -1.6
- Cc1ccc2oc(-c3ccccc3)c(C(=O)O)c(=O)c2c1
 : -18.1 | -1.4 | 0.7 | -7.1 | 10.8 | -34.4 | -7.4 | -2.6
